Giardia FBPA inh: Giardia lamblia aldolase inhibition | Potency, µM (doses to about 59.6 µM), for the others: at the highest dose activity, negative = inhibition, most hits filed as inhibitors | hit rate 0.71% among 290,000 | AID 2451 | A8B2U2 | purified Giardia FBPA; active = well fitted inhibition curve with a large enough effect; inconclusive = small, poorly fitted or top-dose-only effect, or effect the other way; note: nearly all actives have a fitted effect of over 55% in size
Target sequence (A8B2U2 whole entry, looked up): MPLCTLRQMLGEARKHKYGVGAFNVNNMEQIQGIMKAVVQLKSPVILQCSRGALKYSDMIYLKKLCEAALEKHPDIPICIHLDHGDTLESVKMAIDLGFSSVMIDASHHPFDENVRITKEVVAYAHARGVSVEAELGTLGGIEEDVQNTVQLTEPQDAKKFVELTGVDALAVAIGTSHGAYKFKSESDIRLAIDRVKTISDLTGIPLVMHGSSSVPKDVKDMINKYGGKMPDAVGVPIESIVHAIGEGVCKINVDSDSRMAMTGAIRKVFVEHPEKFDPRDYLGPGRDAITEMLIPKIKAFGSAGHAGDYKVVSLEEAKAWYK
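40 nM FBPA preincubated 10 min at RT with compound (up to 57.5 uM final), then substrate plus GAPDH/TPI/NAD/arsenate coupling and diaphorase/resazurin added. Fluorescence read after 20 min at RT, 525/598 nm.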
* marks the source's active call; other numbers are inactive results; & = joins results of further samples; [ ] = remark or other dose. % is set by controls: 0 for no effect and ±100 for the full control effect; potency is the fitted concentration of half-maximal effect. A portion of the library. The share of hits here may be higher or lower than overall.

COc1cc2oc(=O)c3c4c(cc5ccc(c1CCN(C)C)c2c53)OCO4 was read as Giardia FBPA inh -18.9%.
O=C1NCN(c2ccccc2)C12CCN(CCCOc1ccc(F)cc1)CC2 was read as Giardia FBPA inh 8.4%.
COc1cc(CC(=O)OCC2=C[C@H]3[C@@H]4C(C)(C)[C@]4(OC(C)=O)[C@H](OC(=O)Cc4ccccc4)[C@@H](C)[C@]3(O)[C@@H]3C=C(C)C(=O)[C@@]3(O)C2)ccc1O was read as Giardia FBPA inh -16.9%.
Screening NC1C[C@H]1c1ccccc1 (stereo partly specified) returned Giardia FBPA inh 5.7%.
CS(=O)(=O)N1CCC[C@@]2(CCN(c3ccncc3)C2)C1 was read as Giardia FBPA inh 1.3%.
For C=C1C/C(=C\C)C(=O)O[C@@H]2CCN3CC=C(COC(=O)[C@@]1(C)O)[C@H]23 the results were Giardia FBPA inh -0.6%[21.7 µM].
Screening CSc1nc(N)c2ncn([C@H]3O[C@H](COP(=O)(O)OP(=O)(O)OP(=O)(O)O)[C@@H](O)[C@@H]3O)c2n1 returned Giardia FBPA inh 6.7%.
COc1cc(OC)c2c(c1C(CCN1CCN(c3ccccc3)CC1)c1ccc(N(C)C)cc1)OC(=O)CC2c1ccc(N(C)C)cc1 (stereo unspecified) was read as Giardia FBPA inh 3.9%.
For CO[C@H]1COC(=O)[C@H](C)NC(=O)C/C=C\[C@@H](C)[C@@H](NS(=O)(=O)c2ccc(C)cc2)COC(=O)C/C=C\[C@@H]1C the results were Giardia FBPA inh 0.9%[12.9 µM].
`CCOC(OCC)OCC` gave Giardia FBPA inh 5.3%.
`CO[C@H]1COC(=O)[C@H](C)COC(=O)[C@H](C)NC(=O)C/C=C\[C@H]1C` gave Giardia FBPA inh 0.0%[12.9 µM].
Screening COCC(=O)N1CCC2(CC1)CN(C(=O)Nc1cccc(F)c1)C2 returned Giardia FBPA inh -7.5%.

Grouped by structure: the entries above containing fluorine.
O=C1NCN(c2ccccc2)C12CCN(CCCOc1ccc(F)cc1)CC2 was read as Giardia FBPA inh 8.4%.
Screening COCC(=O)N1CCC2(CC1)CN(C(=O)Nc1cccc(F)c1)C2 returned Giardia FBPA inh -7.5%.

Other entries:
COc1ccc(C2=Nn3c(nnc3-c3ccccc3C)SC2)cc1OC was read as Giardia FBPA inh 8.3%.
Cc1c(-c2ccc(O)cc2)nn(-c2ccc(O)cc2)c1-c1ccc(OCCN2CCCCC2)cc1 was read as Giardia FBPA inh -1.0%.
CC[C@H](C)[C@H](NC(=O)[C@H](CCCNC(=N)N)NC(=O)[C@@H](NC(=O)[C@H](CCCNC(=N)N)NC(=O)[C@H](CCCCN)NC(=O)[C@H](CCCNC(=N)N)NC(=O)[C@@H](NC(=O)[C@H](CC(N)=O)NC(=O)[C@@H](N)CS)[C@@H](C)O)[C@@H](C)CC)C(=O)N[C@@H](CCC(N)=O)C(=O)N[C@@H](CCCNC(=N)N)C(=O)NCC(=O)N1CCC[C@H]1C(=O)NCC(=O)N[C@@H](CCCNC(=N)N)C(=O)N[C@@H](C)C(=O)N[C@@H](Cc1ccccc1)C(=O)N[C@H](C(=O)N[C@H](C(=O)N[C@H](C(=O)NCC(=O)N[C@@H](CCCCN)C(=O)O)[C@@H](C)CC)[C@@H](C)O)C(C)C was read as Giardia FBPA inh -8.7%.
Screening COC(=O)[C@@]1(Cc2ccc(OC)cc2)[C@H]2c3cc(C(=O)N(C)C)n(Cc4ccc(S(C)(=O)=O)cc4)c3C[C@H]2CN1C(=O)c1ccccc1 returned Giardia FBPA inh -1.6%.
`COc1ccc(-c2nc(-c3ccccc3)c(Nc3ccc4ccccc4c3)o2)cc1` gave Giardia FBPA inh 0.4%.
`O=C1C2=CC[C@H]3C(=O)N(C[C@@H]4CCCO4)C(=O)[C@@H]3[C@@H]2[C@H](O)[C@@H]2O[C@H]12` gave Giardia FBPA inh -5.5%[12.9 µM].
Screening COCC(=O)N1CCC[C@@]2(CCN(Cc3ccc(C#N)cc3)C2)C1 returned Giardia FBPA inh 0.9%.
Screening CCCC/C=C/[C@H](c1ccccc1)[C@H](CO)Cc1ccc2ccccc2c1 returned Giardia FBPA inh -2.1%.
Screening C[C@@H](NC(=O)[C@@H](N)Cc1ccc(O)cc1)C(=O)NCC(=O)N(C)[C@@H](Cc1ccccc1)C(=O)NCCO returned Giardia FBPA inh 1.9%.
Screening CN1CCN(c2ccnc(-c3ccc(N(C)C)cc3)n2)CC1 returned Giardia FBPA inh 2.2%.
Screening ClC1=C(Cl)C2(Cl)C3C4C=CC(C4)C3C1(Cl)C2(Cl)Cl (stereo unspecified) returned Giardia FBPA inh 1.0%.
For CCc1ccc(C2/C=C\CNC(c3ccccc3)C(=O)N2Cc2ccc(C)cc2)cc1 (stereo unspecified) the results were Giardia FBPA inh -1.3%.
For c1ccc(CNc2ncncc2-c2ccc3c(c2)OCO3)cc1 the results were Giardia FBPA inh -18.9%.
CCC1=C(OC(=O)N(CC)CC)N2C(=O)OC(=NCCOC)[C@]2(C)[C@H]2C1=CC[C@H]1C(=O)N(CC)C(=O)[C@H]12 was read as Giardia FBPA inh 0.1%.
For COc1ccc(-c2ccc(OC)c(C3C4C=CCCC4(C)C(=O)N3Cc3ccccc3)c2)cc1OC (stereo unspecified) the results were Giardia FBPA inh -4.7%.
`COc1cc2oc(=O)cc(-c3cccc(-c4ccc(C(C)=O)cc4)c3)c2c(OC)c1OC` gave Giardia FBPA inh -0.5%.
CN1CCN(c2ncc3nc(CCc4ccccc4)c(=O)n(CCc4ccccc4)c3n2)CC1 was read as Giardia FBPA inh -0.3%.
COc1cccc(CCc2ccccc2OCC[C@@H]2C[C@@H](O)CN2C)c1 was read as Giardia FBPA inh -11.6%.
Screening Cc1ccc(S(=O)(=O)COCCN2CCN(S(=O)(=O)c3ccc(C)cc3)CCC2=O)cc1 returned Giardia FBPA inh -7.9%.
For O=C(Cl)CCCCCCCC(=O)Cl the results were Giardia FBPA inh 0.3%.
`COc1ccc(OC)c(-c2nnc3n2N=C(c2c(OC)cccc2OC)CS3)c1` gave Giardia FBPA inh 3.2%.
For CC[C@H]1[C@@H]2C=C[C@@H]3[C@H]4C/C=C\C(=O)NCCC[C@@H]5NC(=O)C(=C5O)C(=O)CC[C@@H]4C[C@@H]3[C@H]2C[C@H]1C the results were Giardia FBPA inh 5.4%.
`CC(=O)O[C@@]1(C(C)=O)CCC2C3C=C(Cl)C4=CC(=O)CC[C@]4(C)C3CC[C@]21C` (stereo partly specified) gave Giardia FBPA inh -0.7%.
For Cc1nc2cnc(N(C)C)nc2n(CCC#N)c1=O the results were Giardia FBPA inh 4.8%.

Fetched by compound from above, 2 records:
For CC[C@H]1[C@@H]2C=C[C@@H]3[C@H]4C/C=C\C(=O)NCCC[C@@H]5NC(=O)C(=C5O)C(=O)CC[C@@H]4C[C@@H]3[C@H]2C[C@H]1C the results were Giardia FBPA inh 5.4%.
CN1CCN(c2ncc3nc(CCc4ccccc4)c(=O)n(CCc4ccccc4)c3n2)CC1 was read as Giardia FBPA inh -0.3%.

(further entries)
Screening CN(C)C(=O)c1ccc(-c2nccc(Nc3ccc(F)cc3)n2)cc1 returned Giardia FBPA inh -0.4%.
For CC1(C)C=Cc2c(cc3occ(-c4ccc5c(c4)OCO5)c(=O)c3c2O)O1 the results were Giardia FBPA inh 4.2%.
`COCCn1c(=O)c(-c2ccc(F)cc2)nc2cnc(Nc3cccc(OC)c3)nc21` gave Giardia FBPA inh -2.0%.
NC(=O)c1cccc(N)c1 was read as Giardia FBPA inh -0.8%&0.7%&-0.4%.
For COC(=O)c1ccc(C(NC(=O)OCc2ccccc2)/C(F)=C/[C@@H](C)C(=O)NCc2nc3ccccc3s2)cc1 (stereo partly specified) the results were Giardia FBPA inh 3.1%.
For O=C(Cc1ccccc1Nc1c(Cl)cccc1Cl)OCO/N=[N+](\[O-])N1CCCC1 the results were Giardia FBPA inh inconclusive.
Screening COc1cc2c(cc1OC)[C@@H]1C(=O)c3ccc4c(c3OC1CO2)CC(C(C)C)O4 (stereo partly specified) returned Giardia FBPA inh -5.0%.
For CCC/C=C/C1C(=O)C2OC2C2(OCC(CC)(CC)CO2)C1CO (stereo unspecified) the results were Giardia FBPA inh 0.7%[12.9 µM].
For CCOC(=O)N/N=C1/C[C@@H](O)[C@@H](O)[C@@H]2[C@@H]3C(=O)N(C(C)(C)C)C(=O)[C@H]3CC[C@@H]12 the results were Giardia FBPA inh -1.3%[12.9 µM].
`CCCCC[C@H](O)/C=C/C=C\C/C=C\CCCCC(=O)O` gave Giardia FBPA inh -0.4%.
`C/C=C(\C)C(=O)O[C@H]1CC(C)=C2C(=O)C=C(C)C2[C@@H]2OC(=O)[C@@](C)(OC(=O)C=C(C)C)C21` (stereo partly specified) gave Giardia FBPA inh -12.6%.
Screening CC(=O)OC[C@@H]1O[C@H](CCON=C(C)C)C=C[C@@H]1OC(C)=O returned Giardia FBPA inh 1.8%[12.9 µM].

Not a retest: entries from further up.
Screening CN(C)C(=O)c1ccc(-c2nccc(Nc3ccc(F)cc3)n2)cc1 returned Giardia FBPA inh -0.4%.
For CC1(C)C=Cc2c(cc3occ(-c4ccc5c(c4)OCO5)c(=O)c3c2O)O1 the results were Giardia FBPA inh 4.2%.

Continuation:
`Cc1noc(C)c1-c1cc(Nc2ccccc2)ncn1` gave Giardia FBPA inh 0.4%.
`CCOC(=O)CCC(=O)O[C@H]1C(O[C@@H]2C(C)[C@H](O[C@H]3C[C@@](C)(OC)C(O)C(C)O3)C(C)C(=O)OC(CC)[C@@](C)(O)C(O)[C@H](C)C(=O)C(C)C[C@]2(C)O)OC(C)CC1N(C)C` (stereo partly specified) gave Giardia FBPA inh 4.8%.
`O=CC(O)C(O)C(O)C(O)CO` (stereo unspecified) gave Giardia FBPA inh -0.1%.
`COc1ccccc1CN1CCCC2(CCN(C(=O)c3cccc(F)c3)CC2)C1` gave Giardia FBPA inh 2.4%.
`COC(=O)[C@@]1(Cc2ccc(OC)cc2)[C@H]2c3cc(C(=O)N4CCCC4)n(CCc4ccccn4)c3C[C@H]2CN1C(=O)c1ccccc1` gave Giardia FBPA inh -4.6%.
Screening COc1ccc(CNc2ncncc2-c2ccccc2C(F)(F)F)c(OC)c1 returned Giardia FBPA inh 5.5%.
Screening COc1ccc(-c2nc3c(c4c2C[C@H](c2ccccc2)OC4)CN(S(=O)(=O)c2ccc(NC(C)=O)cc2)CC3)c(C)c1 returned Giardia FBPA inh 6.6%[12.9 µM].
`C[C@@]12CCC(=O)C=C1CC[C@@H]1[C@@H]2[C@H](O)C[C@]2(C)[C@@H]1CC[C@]2(O)C(=O)CO` gave Giardia FBPA inh 2.6%[21.7 µM].
Screening COc1ncc2nc(-c3ccc(F)cc3)c(=O)n(C[C@H]3CCCO3)c2n1 returned Giardia FBPA inh -13.3%.
`O=C1[C@H]2[C@H]3[C@H](O)[C@H](O)C/C(=N/OCc4ccccc4)[C@@H]3CC[C@@H]2C(=O)N1Cc1ccc2c(c1)OCO2` gave Giardia FBPA inh -0.2%[12.9 µM].
Screening CC(Cc1ccc(C(C)(C)C)cc1)CN1CC(C)OC(C)C1 (stereo unspecified) returned Giardia FBPA inh 1.9%.
`Cc1cn2c(=O)c3ccccc3nc2n2c(=O)c3ccccc3nc12` gave Giardia FBPA inh 0.3%.
`COC[C@H]1O[C@@H](c2c(OC)cc(OC)cc2OC)[C@H](OC)[C@@H](OC)[C@@H]1OC` gave Giardia FBPA inh -0.3%.
CC[C@@H](CO)NC(=O)[C@H]1C=C2c3cccc4[nH]cc(c34)C[C@H]2N(C)C1 was read as Giardia FBPA inh -15.7%.
`CCC1CC=CC2C1C(=O)N(Cc1ccccc1)C2c1ccc2ccccc2c1` (stereo unspecified) gave Giardia FBPA inh -4.3%.
`O=C(Nc1cccc(F)c1)N1CCC2(CCNCC2)CC1` gave Giardia FBPA inh 6.1%.
C[N+]1([O-])[C@@H]2CC(OC(=O)[C@@H](CO)c3ccccc3)C[C@@H]1[C@H]1O[C@H]12 (stereo partly specified) was read as Giardia FBPA inh 0.4%[21.7 µM].
NCC1CCC(N)C(O[C@@H]2C(O)[C@H](O[C@H]3OC(CO)C(O)C(N)C3O)[C@@H](N)C[C@H]2N)O1 (stereo partly specified) was read as Giardia FBPA inh 5.1%.
For C/C=C\C1=C(CO)[C@H](O)[C@H]2O[C@H]2[C@H]1O the results were Giardia FBPA inh -8.4%[12.9 µM].
Cc1nc(NCc2ccccc2)c2nc(-c3ccccc3)n(CC3CCN(C)CC3)c2n1 was read as Giardia FBPA inh 4.3%.
For CN(C)C(=O)c1ccc(-c2ccc3ncnc(Nc4ccc(F)cc4)c3c2)cc1 the results were Giardia FBPA inh -5.9%.
Screening CC(=O)Oc1c2c(c3c(c1CC=C(C)C)O[C@@]14C(=CC5CC1C(C)(C)OC4(C/C=C(\C)C(=O)O)C5=O)C3=O)OC(C)(CCC=C(C)C)C=C2 (stereo partly specified) returned Giardia FBPA inh -13.5%.
`CC(=O)OC[C@H]1O[C@@H](O/N=C2/[C@H]3O[C@@H]3[C@@H](O)[C@H]3[C@H]2CCn2c(=O)n(-c4ccccc4)c(=O)n23)[C@H](OC(C)=O)[C@@H](OC(C)=O)[C@@H]1OC(C)=O` gave Giardia FBPA inh -0.8%[12.9 µM].
`O=C(Nc1ncnc2c1ncn2[C@@H]1O[C@@H]2COP(=O)(O)O[C@H]2[C@H]1O)c1ccccc1` gave Giardia FBPA inh -0.6%.
`COc1ccc2c(c1)OCC(Cc1ccc(OC)c(OC)c1)C2O` (stereo unspecified) gave Giardia FBPA inh 9.2%&4.1%.
COC(=O)[C@@]1(Cc2ccc(F)cc2)[C@@H]2C(=CC(=O)[C@H]2CC(=O)C(=O)N(C)C)CN1C(=O)c1ccccc1 was read as Giardia FBPA inh 1.0%.
CCOC(=O)N1C(COCc2ccccc2)C=CCS1(=O)=O (stereo unspecified) was read as Giardia FBPA inh -0.3%.
`C=CC1=C2C=C(C3CC3)N(CCCOC(C)C)C=C2C(=O)C(C)(OC(=O)c2ccco2)C1=O` (stereo unspecified) gave Giardia FBPA inh inconclusive.
